High-throughput results: PubChem BioAssay, NCI
NCI-60 one-dose screen, 48 h, at 10 µM unless noted. Numbers give growth in % (100 = growth as untreated, 0 = no growth, -100 = all killed).
HL-60(TB) = HL-60(TB) leukemia cells | actives 9% (n = 78,000) | AID 1794776; active = growth percent below 10
Numbers without * were called inactive; & = joins results of further samples. The list is partial. The share of hits here may be higher or lower than overall.

SMILES | HL-60(TB)
COc1cc(/C=C\c2cc(OC)c(OC)c(OC)c2)cc(N/C=C\C(=O)c2ccc(OC(F)(F)F)cc2)c1OC | 11.0
CC1(C)NC2=C(C(Nc3cccnc3)N1)C(c1ccccc1Cl)C(C(=O)c1ccc(N=[N+]=[N-])cc1)O2 (stereo unspecified) | 104.1
CC(=O)Oc1cc2c(cc1[N+](=O)[O-])OCO2 | 107.4
Cn1cc(-c2nc(N)nnc2-c2c[nH]c3ccc(Br)cc23)c2cc(Br)cnc21 | -35.8*
COc1ccc(C(=O)/C=C/C(=O)O)cc1 | 107.4
CCCCn1cc(C(=O)/C(C#N)=C/c2cc3ccccc3nc2Cl)c2ccccc21 | 81.5
COc1ccc(C2=Nc3c(N)ncnc3NC(c3cccc(Nc4ccnc5cc(Cl)ccc45)c3)C2)cc1 (stereo unspecified) | 88.0
O=C1OCC2=C1C(c1ccc3c(c1)OCO3)CC(=O)N2c1cccc(Cl)c1 (stereo unspecified) | 95.6
Cc1ccc(/C=C/[C@@H]2C[C@@H]2CCO)cc1 | 96.4
CCOc1ccc([N+](=O)[O-])cc1[N+](=O)[O-] | 90.0
CCOC(=O)NC(=O)CSc1n[nH]c(-c2ccc(CC)cc2)n1 | 98.5
COC(=O)c1nc(-c2ccccc2)oc1S(=O)(=O)NCC(c1ccc(Cl)cc1)N1CCCCC1 (stereo unspecified) | 17.5
C=CCn1c(C)nc2ccc(Nc3nc(NCCO)nc4ccccc34)cc21 | 114.4
CCOC(=O)CCc1c[nH]c2ccccc12 | 81.4
C/C(Cc1ccc(Cl)cc1)=C(/c1ccc(Cl)cc1)c1ccc(OCCN2CCCCCC2)cc1 | 47.7
O=C(CCSc1nnc2n(Cc3ccccc3)c(=O)c3c4c(sc3n12)CCCC4)Nc1ccc(Cl)cc1 | 102.5
CNC(=O)c1c(NC(=O)c2ccc(C(C)(C)C)cc2)sc2c(CN(C)C)c(O)ccc12 | -33.0*
CCC1(c2ccccc2)NC(=O)NC1=O (stereo unspecified) | 100.8
CN1CCc2cc3c(c4c2[C@H]1[C@@H](O)c1ccccc1-4)OCO3 | 99.0
O=C(OCCCCCCl)c1cccc([N+](=O)[O-])c1 | 103.8
c1ccc(-c2nc([P+](c3ccccc3)(c3ccccc3)c3ccccc3)c(N3CCOCC3)o2)cc1 | -12.0*
O=C(O)CCC1C(=O)NC(=O)CC1c1ccccc1 (stereo unspecified) | 88.9
O=C(Cc1cccc2c(=O)cc(-c3ccccc3)oc12)OCCN1CCOCC1 | 103.1
Cc1cc(C)n(Cc2cccc(Cn3c(C)cc(C)c(C#N)c3=O)n2)c(=O)c1C#N | 95.1
NNC(=O)c1cccnc1 | 99.9&99.8
COc1ccccc1CO | 89.9
CC(C)CCC[C@@H](C)[C@H]1CC[C@H]2[C@@H]3CC=C4c5sc(NCc6ccccc6)nc5CC[C@]4(C)[C@H]3CC[C@]12C | 99.1
CC(C)c1nc(SCC(=O)NCCc2ccc(S(N)(=O)=O)cc2)[nH]c(=O)c1C#N | 108.3
O=c1c2cccc3c(N4CCOCC4)ccc(c32)c2nc3ccccc3n12 | 80.2
CC(C)(C#N)OC(=O)Nc1ccccc1 | 101.4
O=C(Nc1ccc(Cl)cc1)Nc1ccc(Cl)c(Cl)c1 | -23.6*
CN(C)CCCN1C[C@@H]2[C@H](C1)[C@@H]1C=C[C@H]2C1 | 103.0
O=C(O)CCc1nc2ccccc2[nH]1 | 108.8
COc1ccc(C(C)=O)c2ccccc12 | 117.9
N#CC(CCCN1CCOCC1)(c1ccccc1)c1ccccc1 | 110.3
CCC1(C(=O)OC)CCc2c(cc(OC)c3ccccc23)C1=O (stereo unspecified) | 88.3
COC(=O)C[C@](O)(CCCC(C)C)C(=O)O[C@@H]1C(OC)=C[C@]23CCC(=O)N2CCc2cc4c(cc2[C@H]13)OCO4 | 99.9
O=C(/C=C/c1ccc(Br)cc1)c1ccc(NC(=O)N2CCN(c3cc4c(cc3F)c(=O)c(C(=O)O)cn4C3CC3)CC2)cc1 | 99.3
C/C(=N/N)c1nnn(-c2ccc(F)cc2)c1C | 95.4
NC1=NN(c2ccccc2)C(=O)C1 | 128.0&109.6
CSc1cc(C)nc(SC)n1 | 118.0
Cn1cc(-c2nn3cc(-c4cccs4)nc3s2)c2cc(F)ccc21 | 3.5*
O=C(O)C1CC12c1ccccc1-c1ccccc12 (stereo unspecified) | 96.1
CN(C)c1ccc(C2C3CSCN3[C@@]3(C(=O)Nc4ccccc43)C2C(=O)c2nc3ccccc3[nH]2)cc1 (stereo partly specified) | 99.4
Fc1ccccc1Nc1ccc2nnc(-c3ccncc3)n2n1 | 92.6
Cc1[nH]c2ccc([N+](=O)[O-])cc2c1C | 103.3
ICC1CCC(CI)CC1 (stereo unspecified) | 94.6
CCc1ccc(C2=C/C(=C/c3ccc(Br)cc3)C(=O)N2CCc2ccc(S(N)(=O)=O)cc2)cc1 | 96.6
Clc1ccc(C(Br)c2ccc(Cl)cc2)cc1 | 75.1
Cc1ccnc(NS(=O)(=O)c2ccc(N=Nc3ccc(N)nc3N)cc2)n1 | 113.4
O=C(COc1ccc(/C=C2\C(=O)Nc3cc(Cl)ccc32)cc1)Nc1ccc(F)cc1 | 77.8
CC1=CC(=O)/C(=C/N2C(=S)NC(=O)/C2=C/c2cccc([N+](=O)[O-])c2)C(=O)O1 | 96.8
Cc1cc(=O)cc(C)n1-c1ccccc1 | 102.9
Cc1cc(N2CCN(CCNc3ccnc4cc(Cl)ccc34)CC2)nc(N2CCOCC2)n1 | 44.8
Cc1ccc(C=O)s1 | 115.3
COc1ccc(-c2cc(C(=O)Nc3nc4ccccc4s3)nc3c(-c4ccccc4)cnn23)cc1OC | 115.8
COc1cc(C2CC(c3ccccc3)=Nc3c(N)nc(N)nc3N2)ccc1Oc1nc(NCCO)nc(N2CCOCC2)n1 (stereo unspecified) | 93.5
Clc1ccccc1N1CCN(CCCN2CCN(c3ccccc3Cl)CC2)CC1 | 60.4
C/C(=N\O)c1ccc(NC(=O)CSc2nc3c([nH]2)c(=O)n(C)c(=O)n3C)cc1 | 99.2
COCc1ccc(C(=O)NC(CC(C)C)c2nnc3n2CCN(Cc2ccc(OC)cc2)C3)o1 (stereo unspecified) | 95.1

Additional compounds.
SMILES | HL-60(TB)
COc1ccc(-c2nc(SCC(C)C)[nH]c(=O)c2C#N)cc1 | 93.9
Cc1cccnn1 | 102.7
O=C(CSc1ccc(-c2ccc(Br)cc2)nn1)Nc1ccc(Cl)c(C(F)(F)F)c1 | 74.2
O=c1[nH][n+](-c2no[n+]([O-])c2-c2cccc(F)c2)no1 | 103.2
CCCCCCNC(=O)/C(=C/C=C/c1ccccc1)NC(=O)c1ccccc1 | 87.5
O=C1CCC(N2CCN(c3ccc(F)cc3)CC2)N1 (stereo unspecified) | 81.5
CSc1nc(Cl)cc(Cl)n1 | 96.0
CCCCNC(=O)c1ccc(C)cc1 | 106.7
COc1ccc(/C=C/C(=O)Nc2ccccc2C(=O)N2CCCC2)cc1OC | 69.1
CCOC(=O)NNC(=S)Nc1sc2c(c1C(=O)OCC)CCN(C(=O)OCC)C2 | 105.1
N=C(N)SCCSC(=N)N | 94.8
COc1ccc(O)c(CNC(=O)CN2CCCC2=O)c1 | 142.5
CCOC(=O)c1nc2c3ccccc3ccn2c1C(=O)OCC | 97.1
C#CC1(O)CCCCC1 | 102.0
COc1ccc(-c2nc(SCC(C)C)nc(N/N=C\c3cccc(Cl)c3)c2C#N)cc1 | 73.0
C=CCOc1c(CCC)cc(C(=O)OCC)cc1CCC | 114.8
Cc1cn(-c2cc(NC(=O)c3cncc(C#Cc4cnc5ccc(O[C@H]6CCOC6)nn45)c3)cc(C(F)(F)F)c2)cn1 | 37.6
COc1ccc(/C=C(\c2cc(OC)c(OC)c(OC)c2)c2nnc(-c3ccc(F)cc3Cl)o2)cc1 | 84.3
Oc1cccc2cc3ccccc3cc12 | 91.6
CC1(C)N=C(N)N=C(N)N1c1ccc(F)c(C(F)(F)F)c1 | 13.4
N#CC1=C(N)OC(C2CC2)=C(C#N)C1c1ccco1 (stereo unspecified) | 89.7
NCCCOc1cc(Cl)ccc1NC(=O)c1cc2ccccc2cc1OCCCN | -73.0*
Oc1ccccc1C1N=NC2=C(CCCC2)N1O (stereo unspecified) | 94.6
c1ccc(-c2nc(-c3nccc4ccccc34)oc2-c2ccccc2)cc1 | 100.4
CCCCN(CCCC)CC(O)c1cc(-c2ccc(Cl)cc2)nc(-c2ccc(Cl)cc2)c1 (stereo unspecified) | 94.4
CCOC(=O)c1csc(NC(=O)COc2cccc(/C=C3\CSc4ccccc4C3=O)c2)n1 | -77.5*
O=C(CC(c1ccccc1)C1CCCCC1=O)c1ccccc1 (stereo unspecified) | 125.1
O=C(Cc1ccc2c(c1)OCCO2)Nc1nc2ccc(F)cc2s1 | 99.6
C=C1CCC2C3(C)COC(C)(C)OC3CCC2(C)C1CC(NC1CCCC1)C1=CCOC1=O (stereo unspecified) | 101.2
CC1(C)OCC(CCCOCc2ccccc2)O1 (stereo unspecified) | 104.7
COc1ccc(NC(=O)c2c(Nc3ccccc3)nn3cc(-c4nc5ccccc5s4)c(N)nc23)cc1 | 95.2
Nc1ccc(O)c(-c2nn3c(CCC(=O)c4nc5ccccc5[nH]4)nnc3s2)c1 | 104.9
CC1=C(C(=O)OC(C)C)C(c2cccc(O)c2)NC(=S)N1 (stereo unspecified) | 99.2
CC(C(=O)O)=C(c1ccccc1)c1ccccc1 | 120.5
NCCn1cc(-c2nc(-c3c[nH]c4ncccc34)cs2)c2cc(Br)ccc21 | 51.1
CC1c2ccccc2-c2ccccc21 | 101.9
COc1cc2c3c(n(C4COC4)c(=O)c2cc1OC)-c1cc2c(cc1C3=O)OCO2 | 100.7
Nc1c(C(=O)Nc2cccc(Cl)c2Cl)sc2nc3c(cc12)C(=O)CCC3 | 96.6
CCC(=O)c1ccc(C)cc1 | 114.2
Cc1c(Cl)cccc1NC(=O)CN1CCOCC1 | 81.7
COc1cc(C2OC34CCCCC3C(C#N)(C(=N)O4)C2(C#N)C#N)ccc1O (stereo unspecified) | 99.9
COc1cc2c3c(c4c5ccccc5n(C)c4c2c(OC)c1OC)C(=O)N(O)C3=O | 91.9
O=S(=O)(c1ccccc1)N1CC2CC(Br)C(Br)CC21 (stereo unspecified) | 102.6
COC(=O)CCCCCCN=Cc1c(O)c(O)c(C(C)C)c2cc(C)c(-c3c(C)cc4c(C(C)C)c(O)c(O)c(C=NCCCCCCC(=O)OC)c4c3O)c(O)c12 | 16.6
C/C(=N/O)c1ccc2c(c1)CCCC2 | 98.4
O=c1c2ccccc2[nH]c(=S)n1/N=C/c1ccccc1O | 97.2
COc1ccccc1S(=O)(=O)Nc1ccc(-c2nnc3n2CCCCC3)cc1 | 84.5
C[CH2][Sn]([CH2]C)([CH2]C)[NH]S(=O)(=O)c1ccc(C)cc1 | 103.5
Cc1ccc(/C=C2\N=C(c3ccccc3)N(c3ccc(-c4nc5ccc(C)cc5s4)cc3)C2=O)cc1 | 59.9
Cc1cc(N=NC(=N)N)ccc1NN=C(N)N | 52.6
CC(C)C[C@H](NC(=O)Cn1ccc2ccccc2c1=O)B(O)O | 27.9
Cc1c(C(C)C)cc(C(C)C)cc1C(C)C | 118.8
COc1ccc2c(c1)CC/C(=C\c1cccnc1Br)C2=O | 98.0
CC(=O)OC1Oc2cc(C)c(C)cc2-c2oc(=O)c(-c3cc4ccc(N(C)C)cc4oc3=O)cc21 (stereo unspecified) | 25.6
O=C1/C(=C/c2cccc(OCCCc3ccccc3)c2)Oc2cc(O)ccc21 | 96.5
c1cncc(CSc2ncnc3nc[nH]c23)c1 | 96.0
CC(Cc1ccccc1)NN (stereo unspecified) | 106.4
O=C(COc1ccc(/C=C2\CSc3ccccc3C2=O)cc1)c1ccc(Cl)cc1 | 80.0
Nc1ccccc1-c1cc2c(c3c1[nH]c1ccccc13)CCCCCC2 | 81.0
O=C(Cl)N(c1ccccc1)c1ccccc1 | 102.6

(more compounds)
SMILES | HL-60(TB)
COc1cc2cc(Oc3ccc(NC(=O)Nc4ccc(Cl)c(Cl)c4)cc3)c(C)nc2cc1OCCN1CCOCC1 | 97.9
CC1(C)CC[C@]2(C(=O)Nc3ccccn3)CC[C@]3(C)C(=CC[C@@H]4[C@@]5(C)C/C(=C/c6ccncc6)C(=O)C(C)(C)[C@@H]5CC[C@]43C)[C@@H]2C1 | -1.0*
Cc1ccc(-c2nnc(CSc3nc(-c4ccc(F)cc4)c(C#N)c(=O)[nH]3)o2)cc1 | 100.0
COc1ccc(/C=N/NC(=O)c2cccc3cc[nH]c23)cc1O | 10.1
CN(C)c1cccc2c(S(=O)(=O)Nc3ccc4oc(N=C(N)N)nc4c3)cccc12 | 89.7
COC(=O)c1ccc2c(c1)c1c(C)c3ccncc3c(C)c1n2C | 32.5
